# Compound activity: PubChem, Sanford-Burnham Center for Chemical Genomics
# Scp1 inh = inhibitors of human Scp-1 phosphatase; Recombinant Scp1, phosphopeptide, malachite green phosphate absorbance; Q9GZU7; hit rate 0.88% among 340,000; inhibition, % at 20 µM;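 active means inhibition above about 50% at 20 µM, limit read from the data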;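 further: plate controls were DMSO wells with enzyme for no effect and wells lacking enzyme for full effect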
#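 Test system – truncated SCP-1 phosphatase (76-261aa) · Reagent – Phosphorylated 17-residue peptide substrate · Incubation – 45 min room-temperature reaction, 5 min colour, 30 min stabiliser · Detection – colorimetric phosphate reagent with accelerator and stabiliser, absorbance at 630 nm · Measure – % inhibition at 20 µM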
# SUMO1-SIM PPI = modulators of human SUMO1-mediated protein-protein interactions | P63165 | SUMO1 binding to a labelled peptide, TR-FRET, 1 h | inhibition, % at 20 µM | hit rate 0.33% among 360,000 | AID 602429; in the data active means inhibition above about 37%
# NRP1-CendR mod = modulators of CendR peptide binding to human neuropilin-1; hit rate 0.85% among 360,000; AID 602438; FAM-RPARPAR peptide binding to NRP-1, fluorescence polarization; O14786; inhibition, % at 25 µM;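 active means inhibition or corrected inhibition above about 18%, plus a signal ratio from 0.5 to 1.5, limit read from the data, passing the limit was not always enough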; further: strong numbers were not always called active
# Target sequence (O14786 whole entry, looked up): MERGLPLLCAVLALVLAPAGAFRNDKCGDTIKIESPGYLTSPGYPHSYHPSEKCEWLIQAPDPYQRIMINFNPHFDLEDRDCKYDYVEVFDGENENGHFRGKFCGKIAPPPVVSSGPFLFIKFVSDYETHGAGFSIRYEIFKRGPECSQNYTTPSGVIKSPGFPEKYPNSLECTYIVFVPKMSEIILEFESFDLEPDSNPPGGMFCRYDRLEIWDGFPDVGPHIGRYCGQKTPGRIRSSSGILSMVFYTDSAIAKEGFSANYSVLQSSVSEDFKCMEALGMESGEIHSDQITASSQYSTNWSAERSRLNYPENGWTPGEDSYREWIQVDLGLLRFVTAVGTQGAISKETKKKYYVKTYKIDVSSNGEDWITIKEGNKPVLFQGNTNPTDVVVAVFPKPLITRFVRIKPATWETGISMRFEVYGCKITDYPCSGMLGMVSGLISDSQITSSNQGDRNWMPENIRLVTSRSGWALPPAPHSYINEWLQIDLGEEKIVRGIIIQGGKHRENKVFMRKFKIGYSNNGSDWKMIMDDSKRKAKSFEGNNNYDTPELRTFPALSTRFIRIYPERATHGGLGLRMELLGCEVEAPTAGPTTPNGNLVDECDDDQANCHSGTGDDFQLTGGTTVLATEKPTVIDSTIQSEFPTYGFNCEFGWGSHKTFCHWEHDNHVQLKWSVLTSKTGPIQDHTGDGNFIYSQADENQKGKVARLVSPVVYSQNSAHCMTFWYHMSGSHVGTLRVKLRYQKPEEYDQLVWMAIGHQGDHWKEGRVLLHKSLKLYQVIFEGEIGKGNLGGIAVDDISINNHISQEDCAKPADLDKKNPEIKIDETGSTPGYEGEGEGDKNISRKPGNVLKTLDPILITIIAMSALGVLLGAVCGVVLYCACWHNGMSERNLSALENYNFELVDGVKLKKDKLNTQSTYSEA
# MT1-MMP act inh = blocks activation of human MT1-MMP; GFP/RFP ratio change, % at 20 µM; hit rate 0.061% among 360,000; HT1080 RFP-PRO-GFP cells, GFP/RFP ratio fluorescence, overnight; percent of plate control window, DMSO zero; AID 651647;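 active means GFP/RFP ratio change of at least 30% with cell ATP level not reduced by more than half and red fluorescence within 50% of control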; further: strong numbers were not always called active
#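 Assay system: HT1080 RFP-PRO-GFP cells | Dosing: 20 µM single dose, 1% DMSO | Incubation: Cells overnight before dosing, compound overnight, 37 °C, 5% CO2 | Evaluation: GFP/RFP fluorescence ratio | Control set: DMSO-only wells and HT1080 RFP-L50D-GFP cell wells as references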
# DNMT1 block = inhibitors of human DNMT1 | P26358 | DNMT1 molecular beacon, Hinp1I cleavage, fluorescence | inhibition (reported as % activation of signal), % at 10 µM | hit rate 0.83% among 360,000; in the data active means inhibition above about 50%
# STEP block = blocks human striatal-enriched tyrosine phosphatase; recombinant STEP, OMFP fluorogenic substrate, fluorescence; inhibition, % at 20 µM; P54829; hit rate 0.25% among 360,000; AID 588621;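 active means inhibition at 20 µM, scaled per plate between control wells, above about 37%, limit read from the data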;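 further: 0% = DMSO with enzyme and substrate and 100% = substrate only without enzyme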
#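 System: STEP phosphatase, cell-free reaction; Buffer or medium: Bis-Tris pH 6.0 buffer with DTT, detergent; Incubation: 20 min at room temperature, dark; Measured by: fluorescence, 480/540 nm.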
# Rpn11 inh = inhibitors of human proteasome Rpn11; O00487; human 26S proteasome, Ub4-pepOG fluorescence polarization; 20S core pre-blocked with epoxomicin; calls only at 20 µM; hit rate 0.59% among 360,000; AID 588493;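 active means inhibition at 20 µM, scaled to each plate's controls, above about 33%, limit read from the data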
# LMPTP block = blocks human LMPTP phosphatase; P24666; recombinant LMPTP-A, OMFP fluorogenic substrate, fluorescence intensity; AID 651560; inhibition, % at 20 µM; hit rate 0.22% among 360,000;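 active means compounds that cut the enzyme signal by at least half of the control window in the single-dose screen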;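 further: plate controls were DMSO wells with enzyme plus substrate for no effect and substrate without enzyme for full effect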
# Target sequence (P24666 whole entry, looked up): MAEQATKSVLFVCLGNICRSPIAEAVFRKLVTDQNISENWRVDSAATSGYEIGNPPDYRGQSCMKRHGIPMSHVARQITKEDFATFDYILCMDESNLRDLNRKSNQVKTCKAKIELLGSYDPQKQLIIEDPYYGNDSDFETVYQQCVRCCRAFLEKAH
#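 Test system – LMPTP-A enzyme · Amount – LMPTP-A at 0.625 nM final in the reaction · Buffer or medium – Bis-Tris pH 6.0, DTT, detergent · Reagent – OMFP 400 µM · Doses – single 20 µM dose · Schedule – reaction 50 min, room temperature, dark · Detection – fluorescence intensity of OMFP turnover product · Evaluation – percent inhibition versus substrate-only and uninhibited controls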
# NadD block = NadD (S. aureus) enzyme inhibition | purified NadD enzyme, colorimetric absorbance read-out | inhibition, % at 20 µM | hit rate 0.78% among 360,000 | AID 602399; in the data active means inhibition above about 26%; further: some compounds past the cut are filed as inactive
# SKN-1 inh = C. elegans SKN-1 inhibition. AID 624304. hit rate 0.49% among 360,000. C. elegans VP596 Pgst-4::GFP/RFP ratio, acrylamide-induced, 24 h. inhibition, % at 21.8 µM;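 active means interference check ratio from 0.5 to 1.5 plus GFP to RFP signal ratio inhibition reaching or exceeding a fixed threshold, cut at about 30% in these data, passing the limit was not always enough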; further: some compounds called inactive have numbers as strong as hits
# Starred values were filed as active, the others as inactive; i = inactive; . = no result given; + = active, no number.
smiles	Scp1 inh	SUMO1-SIM PPI	NRP1-CendR mod	MT1-MMP act inh	DNMT1 block	STEP block	Rpn11 inh	LMPTP block	NadD block	SKN-1 inh
CC(C)(C)c1ccc(C(=O)Nc2ccc(Cl)cc2)cc1	-3	-2	9	11	10	-1	i	-1.9	7	4
Cc1cc(C(=O)NCCCc2ccccc2)no1	3	-5	-6	4	2	-1	i	-0.6	-6	31
COC(=O)c1ccc(CSc2nnc(NC(=O)c3cc4c(s3)CCCC4)s2)cc1	-15	-3	-6	-7	13	-2	i	-1.5	16	-1
COc1ccc(N(Cc2cc3cc(OC)ccc3[nH]c2=O)S(C)(=O)=O)cc1	-6	2	-16	-2	0	0	i	-0.1	4	18
Cc1nc(C(=O)N2CCCC(Nc3ccc(C)c(C)c3)C2)cs1 (configuration not stated)	0	-4	8	-4	0	1	i	0.6	-2	-4
CCNC(=O)C1(C)CCN(C(=O)c2ccc(OC(F)F)cc2)C1 (configuration not stated)	.	-4	-1	4	3	-3	i	-1.0	-2	7
O=C(NC(=S)NNC(=O)c1cc2ccccc2cc1O)c1ccco1	-12	6	-11	10	-3	1	i	-0.6	4	13
C/C=C/c1ccc(OCC(=O)OCC(=O)Nc2c(C)nn(-c3ccccc3)c2C)c(OC)c1	-10	0	-2	1	-2	-1	i	0.8	-5	12
O=C(NC12CC3CC(CC(C3)C1)C2)N1CCC(O)CC1	2	0	8	2	2	-1	+	-0.5	-1	-2
COc1cc(C(=O)NCc2cn3ccsc3n2)cc(OC)c1OC	33	6	12	2	7	0	i	-1.3	0	13
CCCc1ccc2oc(C(=O)N3CCC(N4CCCC(O)C4)CC3)c(C)c2c1 (configuration not stated)	-3	-1	1	3	-2	-1	i	1.0	4	-8
CCC(C)NC(=O)C1CCN(S(=O)(=O)N2CCC3(CC2)OCCO3)CC1 (configuration not stated)	-13	2	-2	0	-4	-3	i	-1.9	-4	12

smiles	Scp1 inh	SUMO1-SIM PPI	NRP1-CendR mod	MT1-MMP act inh	DNMT1 block	STEP block	Rpn11 inh	LMPTP block	NadD block	SKN-1 inh
Cc1cccc(C(=O)OCC(=O)NC(=O)NC2CCCCC2)c1	.	4	-4	3	1	-2	i	1.4	-4	17
CCNC(=O)C1(C)CCN(C(=O)c2c(F)cccc2F)C1 (configuration not stated)	.	2	-9	2	5	1	i	-2.7	-5	3
COC(=O)CSc1nnc2n1C(C)(C)Cc1ccccc1-2	-7	0	0	3	-2	0	i	-0.8	-1	3
C[C@H](CO)N1C[C@H](C)[C@@H](CN(C)C(=O)Nc2ccc(C(F)(F)F)cc2)Oc2ccc(NS(=O)(=O)c3cn(C)cn3)cc2C1=O	73*	2	11	3	9	0	i	0.9	7	3
CC(C)c1ccc(C2(C)NC(=O)N(CC(=O)NCC3COc4ccccc4O3)C2=O)cc1 (configuration not stated)	-10	1	-1	0	2	0	i	0.6	-10	2
CC(=O)Nc1ccc(S(=O)(=O)Oc2ccc(C=O)cc2)cc1	1	1	3	-3	3	0	i	-2.2	0	8
CN(C)c1cc[n+](/C(C(=S)Nc2ccc(SC(F)F)cc2)=C(/[O-])c2ccccc2)cc1	-13	-8	-9	1	-6	4	i	0.0	1	10
FC(F)(F)c1cc(NC2CCCCC2)ccn1	2	2	2	-10	3	1	i	-0.8	0	3
COC(=O)c1cccc(NC(=O)CSc2nnc(-c3ccco3)o2)c1	-1	3	1	0	2	-1	i	-0.7	4	7
COc1cccc(CN2CCNC(=O)C2CC(=O)NC2Cc3ccccc3C2)c1 (configuration not stated)	-6	-5	-6	1	-6	-1	i	-2.2	8	1
COC(=O)c1cccc(NC(=O)/C(=C\c2ccccc2)NC(=O)c2ccccc2Cl)c1	4	7	6	1	0	-2	i	0.6	-4	5
CC1CCN(C(=O)CSc2ccc(-c3ccccc3)nn2)CC1	-12	1	12	4	0	-1	i	-2.2	-4	3

smiles	Scp1 inh	SUMO1-SIM PPI	NRP1-CendR mod	MT1-MMP act inh	DNMT1 block	STEP block	Rpn11 inh	LMPTP block	NadD block	SKN-1 inh
COc1ccc(NC(=O)c2ccc(-c3ccc(C)c4ccccc34)o2)cc1	-6	5	-2	2	-5	2	i	5.3	-4	2
CC1(C)Oc2ccc(C(=O)NN)cc2NC1=O	-11	3	-14	-1	4	-4	i	0.4	3	0
Nn1c(SCc2ccccc2)nc2c(cnn2-c2ccccc2)c1=O	-10	1	22*	-4	49	-1	i	2.4	-5	10
CCOC(=O)CSc1nnc([C@H](CC(C)C)NC(=O)OC(C)(C)C)o1	-16	1	-4	0	1	-4	i	-2.9	-2	3
CSCCC(C(=O)N1C[C@]2(C)C[C@H]1CC(C)(C)C2)N1C(=O)c2ccccc2C1=O (some centres not stated)	-1	-2	-2	-1	-4	0	i	0.2	7	-6
Cc1ccc(CN2CC(N3CCN(Cc4cccc(C)c4)CC3)CS2(=O)=O)cc1 (configuration not stated)	.	5	2	9	-4	-3	i	-1.0	-7	-4
O=C(NC1CCCN(C2Cc3ccccc3C2)C1)c1ccc(F)cc1Cl (configuration not stated)	-3	-4	-2	-2	-8	-2	i	-0.2	-3	7
CCc1c(O)nc(SCC(=O)Nc2ccccc2OC)n(-c2ccccc2C)c1=O	-1	-2	-10	-4	-1	0	i	1.1	5	11
COc1cccc(C(=O)NC(=S)Nc2ccc(Cl)cc2C(=O)O)c1	-12	-2	4	1	0	2	i	0.5	-2	-7
CCCCN(C)C(=O)C(Cc1ccccc1)NS(=O)(=O)c1ccc2c(c1)CCC(=O)N2 (configuration not stated)	-15	4	-5	-5	4	0	i	-0.6	0	-1
CC(C)C[C@H](NC(=O)C1CC(=O)N(c2ccc3c(c2)OCCO3)C1)C(=O)N1CCCCC1 (some centres not stated)	-4	3	13	-1	0	-3	i	-2.1	4	-5
CCOC(=O)c1c[nH]c2c(Cl)ccc(Cl)c2c1=O	-2	4	24	1	10	-5	i	0.1	2	-6

smiles	Scp1 inh	SUMO1-SIM PPI	NRP1-CendR mod	MT1-MMP act inh	DNMT1 block	STEP block	Rpn11 inh	LMPTP block	NadD block	SKN-1 inh
CO/N=C(\c1nonc1N)N1CCN(c2ccc([N+](=O)[O-])cc2Cl)CC1	-8	-24	-1	4	2	1	i	1.9	-4	-7
Cn1ccc2c(-c3cccnc3)cc3c(c21)C1CCC3C1 (configuration not stated)	.	8	-8	-3	-3	3	i	1.4	-2	17
CCOc1ccc(-c2cc(C(=O)NN=C3CCN(C)CC3)[nH]n2)cc1	5	2	2	-1	8	-2	i	-2.1	-8	-1
CCCCCCCCCCCCN1[C@@H](CC(=O)OC)c2cc(F)cc(F)c2S1(=O)=O	-7	-47	24	0	7	2	i	-0.6	10	13
NS(=O)(=O)c1ccc(NNC(=O)c2ccc(F)cc2F)cc1	-4	2	-9	2	4	0	i	-0.8	3	-7
CC(C)c1[nH]nc2c1C(c1cccs1)C(C#N)=C(N)O2 (configuration not stated)	-11	0	2	-5	-4	1	i	-1.8	3	22
Clc1ccc(-c2nnc3n2CCCC3)cc1	4	2	-11	5	2	1	i	-2.7	1	-12
COc1cccc(CC(=O)OC(C)C(=O)NCc2ccc3c(c2)OCO3)c1 (configuration not stated)	-5	0	-16	6	0	2	i	-2.1	-8	2
On1nnc2ccc3ccccc3c21	-7	3	8	-1	1	-2	i	-2.5	-2	14
CCCCN(C(=O)c1cc2c(s1)CCC2)c1c(N)n(CCCC)c(=O)[nH]c1=O	1	3	0	-3	-1	1	i	3.9	5	-1
O=C(NCc1ccccc1)c1ccc2nc(-c3ccco3)c(-c3ccco3)nc2c1	84*	41*	-35	-4	102*	9	i	75*	45*	20
Cc1cc(-c2ccc(Cl)cc2Cl)c(C#N)c(=O)[nH]1	-14	0	7	-1	-1	-2	i	-2.2	-1	1

# Records listed above marked active in Rpn11 inh.
smiles	Scp1 inh	SUMO1-SIM PPI	NRP1-CendR mod	MT1-MMP act inh	DNMT1 block	STEP block	Rpn11 inh	LMPTP block	NadD block	SKN-1 inh
O=C(NC12CC3CC(CC(C3)C1)C2)N1CCC(O)CC1	2	0	8	2	2	-1	+	-0.5	-1	-2

# Next part:
smiles	Scp1 inh	SUMO1-SIM PPI	NRP1-CendR mod	MT1-MMP act inh	DNMT1 block	STEP block	Rpn11 inh	LMPTP block	NadD block	SKN-1 inh
CCN(CC)CCn1c(NCc2ccc(C)o2)nc2ccccc21	-2	2	-2	0	0	-4	i	0.4	-7	-10
COCCCn1c(=S)[nH]c2ccc(N3CCOCC3)cc2c1=O	-4	-5	-3	0	-5	0	i	-1.7	-1	-4
Cc1ccc(-c2nc3c4ccccc4ccn3c2CC2CCCCC2)cc1	.	8	-28	-3	.	.	.	2.7	23	-7
N#CC(C(=O)NC1CC1)c1nc2ccccc2nc1N1CCN(C/C=C/c2ccccc2)CC1 (configuration not stated)	2	-2	57	-11	-16	3	i	5.9	16	11
COc1ccc(Cc2nc3ccc(C(=O)NCCSC)cc3o2)cc1	-7	2	-2	-1	55*	1	i	-0.4	-6	4
CCc1ccc2[nH]c(=O)c(C(c3nnnn3Cc3ccc(OC)cc3)N3CCOCC3)cc2c1 (configuration not stated)	0	-4	0	-7	-1	1	i	0.4	1	7
Cc1ccc(NC(=O)CSc2nnc(COc3ccccc3F)n2N)cc1S(=O)(=O)N1CCOCC1	5	-6	-11	8	-2	-1	i	-4.8	2	5
CC(=O)NC(Cc1ccc(C)cc1)C(=O)NC1CCN(C(=O)c2ccc([N+](=O)[O-])cc2)CC1 (configuration not stated)	13	-12	8	3	1	-3	i	1.7	0	-3
O=C(O)c1c(C(=O)N2N=C3/C(=C/c4ccccc4)CCCC3C2c2ccccc2)cccc1[N+](=O)[O-] (configuration not stated)	-6	-4	-11	2	0	-1	i	-0.7	6	0
CC(=O)Nc1ccc(NC(=O)C2CCN(S(C)(=O)=O)CC2)cc1	.	0	3	-4	9	-1	i	-3.3	-1	7
O=C(C(=O)N1CCOCC1)c1c[nH]c2ccccc12	-2	-3	-19	7	-1	-4	i	-0.1	-6	5
Cc1ccc(C)c2[nH]c(=O)c(C(c3nnnn3Cc3ccccc3)N3CCc4ccccc4C3)cc12 (configuration not stated)	-5	-16	-30	-13	-8	-1	i	0.9	15	-5
Cc1nc2cc(C(F)(F)F)ccc2n1C1CCN(CC(=O)NC(C)(C)C)CC1	-5	0	6	11	4	1	i	-1.2	-7	-3
CC(C)CC(=O)Nc1ccc2nn(-c3ccccc3)nc2c1	-15	-3	0	6	-12	-1	i	1.1	-9	20
Cc1cccc(C(=O)NC(=S)NNC(=O)c2cccs2)c1	2	4	-5	4	3	1	i	5.3	3	8

# Hits appear at their usual frequency; 3.9% or so of the library scored in one or more.
